mIAP act: increases mouse intestinal alkaline phosphatase activity | muIAP, CDP-Star luminescence, 30 min; active compounds read high; 1 = vehicle-only enzyme signal, 0 = enzyme-free wells | activation factor at 10 µM | actives 0.24% (n = 330,000) | AID 2805;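 active = activation factor of at least 2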; also: the source names both 10 and 20 µM as test concentration; values of inactives mirror those of a sister screen read the other way
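Assay system: mouse IAP enzyme; reagent: chemiluminescent substrate CDP-Star; dosing: test compounds delivered from DMSO solution; schedule: 30 min at room temperature; measured by: luminescence from enzymatic CDP-Star hydrolysis; controls: DMSO-only wells and no-enzyme negative control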
TIM10 inh: inhibits growth of TIM10 yeast strain | S. cerevisiae TIM10 strain growth, BacTiter-Glo luminescence, 24 h | inhibition, % at 10 µM | actives 1.4% (n = 330,000) | AID 463195;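 active = inhibition of 40% or more at the single tested concentration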;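 also: wild-type TIM10 isogenic control strain grown at permissive 25 °C; 0% = DMSO yeast wells and 100% = minimal medium wells without yeast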
A3G deaminase: APOBEC3G (human) deaminase inhibition; inhibition, % at 20 µM; AID 493012; recombinant A3G, ssDNA deamination FAM/TAMRA fluorescence; Q9HC16; actives 0.28% (n = 330,000);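 active = inhibition of at least 40% at 20 µM, with no more than 30% in the related APOBEC3A deaminase screen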;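 also: plate controls were DMSO wells with A3G for no effect and wells lacking A3G enzyme for full effect; some compounds called inactive have numbers as strong as hits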
Target sequence (Q9HC16 whole entry, looked up): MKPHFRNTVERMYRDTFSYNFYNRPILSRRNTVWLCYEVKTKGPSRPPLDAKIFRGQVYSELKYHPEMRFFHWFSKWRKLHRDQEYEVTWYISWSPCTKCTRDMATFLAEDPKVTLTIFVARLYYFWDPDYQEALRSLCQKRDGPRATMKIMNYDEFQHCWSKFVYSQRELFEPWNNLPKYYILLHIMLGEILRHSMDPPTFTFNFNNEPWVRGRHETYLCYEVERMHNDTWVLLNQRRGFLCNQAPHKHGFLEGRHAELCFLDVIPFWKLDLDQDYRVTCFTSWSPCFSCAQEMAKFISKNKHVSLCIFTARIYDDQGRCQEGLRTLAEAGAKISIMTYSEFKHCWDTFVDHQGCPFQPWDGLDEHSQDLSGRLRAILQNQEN
NALP3 yeast inh: blocks the NALP3 inflammasome reconstituted in yeast | actives 0.39% (n = 330,000) | inhibition, % at 10 µM | AID 2825 | Yeast reconstituted NLRP3/ASC/caspase-1, beta-gal luminescence, 24 h;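 active = inhibition of 50% or more; inactive = inhibition below 50%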;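 also: plate controls were induced DMSO wells for no effect and uninduced yeast grown without galactose for full effect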
mIAP block: blocks mouse intestinal alkaline phosphatase. inhibition, % at 10 µM. AID 2806. actives 0.2% (n = 330,000). purified mouse IAP, CDP-Star luminescence, 30 min;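 active = inhibition of at least 40% at 10 µM in the primary screen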;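 also: plate controls were DMSO with enzyme for no effect and no enzyme wells for full effect; values of inactives mirror those of a sister screen read the other way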
hIAP block: blocks human intestinal alkaline phosphatase; P09923; purified IAP, CDP-Star luminescence, 30 min; inhibition, % at 10 µM; actives 0.12% (n = 330,000); AID 2544;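 active = inhibition reaching a set limit with compound at 10 µM in the primary screen, cut at about 35% in these data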;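 also: plate controls were DMSO wells with enzyme for no effect and no-enzyme buffer wells for full effect; values of inactives mirror those of a sister screen read the other way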
Target sequence (P09923 whole entry, looked up): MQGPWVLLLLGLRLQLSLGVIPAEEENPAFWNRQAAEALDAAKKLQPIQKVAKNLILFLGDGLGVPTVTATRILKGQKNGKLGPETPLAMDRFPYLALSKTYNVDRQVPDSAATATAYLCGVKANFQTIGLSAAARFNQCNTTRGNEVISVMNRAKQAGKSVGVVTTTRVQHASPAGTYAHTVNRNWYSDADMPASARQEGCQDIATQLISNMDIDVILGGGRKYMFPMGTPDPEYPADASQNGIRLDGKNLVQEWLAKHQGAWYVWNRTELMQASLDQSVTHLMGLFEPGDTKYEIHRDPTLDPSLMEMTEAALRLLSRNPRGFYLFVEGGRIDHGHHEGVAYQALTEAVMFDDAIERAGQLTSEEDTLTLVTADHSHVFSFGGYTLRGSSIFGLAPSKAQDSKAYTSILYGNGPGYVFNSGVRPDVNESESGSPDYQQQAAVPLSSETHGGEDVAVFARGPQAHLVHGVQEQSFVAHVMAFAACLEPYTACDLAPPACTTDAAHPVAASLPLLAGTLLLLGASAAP
tim10-1 inh: growth inhibitors of tim10-1 mutant yeast; S. cerevisiae tim10-1 ts strain growth, BacTiter-Glo, 24 h; inhibition, % at 20 µM; AID 463190; actives 2.2% (n = 330,000);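 active = inhibition of at least 40%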;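 also: mutant grown at 25 °C; 0% = DMSO wells with yeast and 100% = wells holding no yeast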
A3A deaminase: inhibitors of human APOBEC3A DNA deaminase; inhibition, % at 20 µM; AID 493011; recombinant A3A, FAM/TAMRA ssDNA deamination fluorescence; P31941; actives 0.41% (n = 330,000);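 active = at least 40% inhibition at 20 µM here, with at most 30% in a related deaminase screen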;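 also: plate controls were A3A with DMSO for no effect and wells lacking A3A enzyme for full effect; some results filed as inactive read as strong as hits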
MIN6 prolif: induces beta-cell replication in MIN6 cells. proliferation, % at 10 µM. actives 0.29% (n = 330,000). MIN6 cells proliferation, ATPlite luminescence, 48 h; cells starved in 0.2% serum; 100% = growth in 10% serum;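 active = compounds whose signal lies at least 3.5 SD above the mean of all wells on their plate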;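 also: 0% = DMSO-treated cells in low-serum medium and 100% = 10% serum control; some compounds called inactive have numbers as strong as hits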
Numbers without * were called inactive.

SMILES	mIAP act	TIM10 inh	A3G deaminase	NALP3 yeast inh	mIAP block	hIAP block	tim10-1 inh	A3A deaminase	MIN6 prolif
CCN1CCN(CCCNC(=O)c2ccc(NC(=O)C3=C(C)OCCS3)cc2)CC1	1	0	-7	5	0	-13	18	-5	-2
NC(=O)c1nsc(C(=O)N(c2cccc(F)c2)C(C(=O)NCc2ccccc2)c2ccc(O)cc2)c1N (stereo not drawn)	0.96	7	-4	10	4	11	-7	1	-4
CN(CCc1ccccn1)C(=O)c1ccc(OC(F)(F)F)cc1	0.97	-21	-3	4	3	-2	1	3	0
COc1ccccc1Nc1ncc(C(C)=O)c(C)n1	1.1	11	-1	22	-12	-1	16	-15	-3
O=C(Nc1ccc(Br)cc1)N1CCCCCC1	1.2	-5	-9	29	-22	-4	7	-1	-5
COc1ccc(/C=C2\COc3ccccc3C2=O)c(OC)c1	0.99	22	-9	35	0	15	15	-2	-3
Cc1cc(Cl)c(S(=O)(=O)Nc2ccc(S(=O)(=O)N3CCOCC3)cc2)cc1OCC(N)=O	1	2	2	12	-4	-22	-9	3	-1
CCOC(=O)c1ccc(CNS(=O)(=O)c2c(C)ccc3nsnc23)o1	1	-9	-3	14	-5	5	18	4	-1
O=c1cc(CSc2nnc(C3CC3)n2Cc2ccccc2)nc2sccn12	0.92	-8	0	14	8	9	-3	4	1
CCCCOCCCNCc1cccn1CCN1CCOCC1	0.97	1	-4	24	3	19	-1	-5	3
NS(=O)(=O)c1cccc(NC(=O)CN2CCN(S(=O)(=O)c3ccc4c(c3)OCCO4)CC2)c1	0.98	-2	-4	13	2	5	-8	-1	1
O=C1NC(=O)/C(=C/c2ccc(O)cc2)S1	0.91	6	-5	15	9	-3	1	0	2
CCOc1ccccc1CN1CCN(Cc2nc3ccccc3s2)CC1CCO (stereo not drawn)	1	17	-1	22	-3	2	7	-4	-3
COc1ccc(-c2[nH]ncc2CN2CCC(OCc3ccccn3)CC2)c(F)c1	1	-3	-3	-4	-2	-4	9	1	-1
CCCC1=C(C(=O)OCC)C(c2ccco2)n2ncnc2N1 (stereo not drawn)	1.1	-17	-2	10	-6	-22	-18	-2	1
O=C(c1ccccc1)N1CCCCC(S(=O)(=O)c2ccc3ccccc3c2)C1=O (stereo not drawn)	0.92	33	-7	9	8	10	36	-3	0
COc1ccc(C(=O)O)cc1S(=O)(=O)N1CCN(Cc2ccc3c(c2)OCO3)CC1	1	-4	-3	12	-4	-7	-20	-2	0
Cc1oc2c(CN(C)C)c(O)ccc2c(=O)c1-c1cscn1	0.9	11	-7	-4	10	16	-6	-4	0
CN(N)C(=S)NCc1ccccc1	0.97	1	-8	10	3	-21	-2	0	-2
CCN1CCN(C(=O)c2ccc3c(c2)N(Cc2ccc(F)cc2)C(=O)c2ccccc2S3=O)CC1 (stereo not drawn)	0.9	-13	-6	-1	10	-3	-8	-2	0

Molecules listed so far with four or more nitrogen atoms, in the order listed:
SMILES	mIAP act	TIM10 inh	A3G deaminase	NALP3 yeast inh	mIAP block	hIAP block	tim10-1 inh	A3A deaminase	MIN6 prolif
CCN1CCN(CCCNC(=O)c2ccc(NC(=O)C3=C(C)OCCS3)cc2)CC1	1	0	-7	5	0	-13	18	-5	-2
NC(=O)c1nsc(C(=O)N(c2cccc(F)c2)C(C(=O)NCc2ccccc2)c2ccc(O)cc2)c1N (stereo not drawn)	0.96	7	-4	10	4	11	-7	1	-4
O=c1cc(CSc2nnc(C3CC3)n2Cc2ccccc2)nc2sccn12	0.92	-8	0	14	8	9	-3	4	1
NS(=O)(=O)c1cccc(NC(=O)CN2CCN(S(=O)(=O)c3ccc4c(c3)OCCO4)CC2)c1	0.98	-2	-4	13	2	5	-8	-1	1
COc1ccc(-c2[nH]ncc2CN2CCC(OCc3ccccn3)CC2)c(F)c1	1	-3	-3	-4	-2	-4	9	1	-1
CCCC1=C(C(=O)OCC)C(c2ccco2)n2ncnc2N1 (stereo not drawn)	1.1	-17	-2	10	-6	-22	-18	-2	1

Compound profiles, from the list above. Order of values: mIAP act | TIM10 inh | A3G deaminase | NALP3 yeast inh | mIAP block | hIAP block | tim10-1 inh | A3A deaminase | MIN6 prolif
Listed for CCOC(=O)c1ccc(CNS(=O)(=O)c2c(C)ccc3nsnc23)o1 → 1 | -9 | -3 | 14 | -5 | 5 | 18 | 4 | -1
Listed for CCN1CCN(CCCNC(=O)c2ccc(NC(=O)C3=C(C)OCCS3)cc2)CC1 → 1 | 0 | -7 | 5 | 0 | -13 | 18 | -5 | -2

Following part.
SMILES	mIAP act	TIM10 inh	A3G deaminase	NALP3 yeast inh	mIAP block	hIAP block	tim10-1 inh	A3A deaminase	MIN6 prolif
Cc1ccc(C(=O)CCNc2cccc(Br)c2)o1	1.1	10	-3	23	-7	-16	24	-4	-8
Oc1ccc(Br)cc1/C=N/n1c(C2CCCCC2)n[nH]c1=S	0.93	44*	17	2	7	-4	-3	-10	-4
N#C/C(=C/c1ccc(Oc2ccc([N+](=O)[O-])cn2)cc1)C(=O)N1CCOCC1	1.1	20	-1	7	-10	2	20	0	-2
CC1CCN(Cc2nnnn2CCCC(=O)NCCc2cnn(C)c2)CC1	0.97	3	-3	15	3	13	-13	-2	3
O=C(CSc1ncnc2c1nnn2Cc1ccccc1)NC1CCCC1	1	1	-3	3	-3	0	16	3	0
c1ccc(OCCN2CCOCC2)cc1	1	12	-2	19	-3	7	-11	2	4
COc1ccc(CN(CCN2CCOCC2)C(=O)c2c(F)cccc2F)cc1OC	1	-2	1	-6	-4	7	0	0	-1
O=C(NC(=S)Nc1ccccc1Cl)c1cncc(C#Cc2ccccc2)c1	0.85	2	-6	20	15	22	-1	-2	-2
CCC(C(=O)N1CCOCC1)n1nc(C)c2sc3ccccc3c2c1=O (stereo not drawn)	1	-2	-2	14	-3	17	-5	-3	-3
COc1ccc(C)cc1NC(=O)C1C2C=CC(C2)C1C(=O)O (stereo not drawn)	0.93	9	-5	24	7	1	3	-5	-2
CCN(CC)c1ccc(C2C3CCCCC3(O)CCN2C(=O)c2cccs2)cc1 (stereo not drawn)	0.98	35	1	6	2	24	28	1	0
Cc1cc(C)c2c(C(C)(C)C)nn(-c3ccccc3)c2n1	0.9	6	-8	6	10	4	28	-2	-4
Cc1ccccc1NC(=O)COc1nsnc1N1CCOCC1	0.98	-3	-4	2	2	14	16	-1	0
Cc1oc(C(C)(C)C)cc1C(=O)NCc1ccc2c(c1)OCO2	1.2	28	-7	11	-21	11	24	-1	-1
CC(=O)c1c(C)oc2c1cc(NS(=O)(=O)c1ccc(C(=O)O)cc1)c1ccccc12	0.99	1	-7	-11	0	1	17	-5	0
CC(=O)Nc1cccc(NC(=O)CCc2ccccc2)c1	0.99	3	0	1	1	2	2	1	1
CCCCN1C(=O)CC(Sc2ccccc2C(=O)O)C1=O (stereo not drawn)	1	-4	-4	14	-2	4	6	4	2
CCCn1c(SCC(=O)NC(C)(C)C)nnc1-c1ccco1	0.95	13	-5	1	5	-23	-3	-4	-1
O=C(Nc1nnc(S(=O)(=O)Nc2ccccc2)s1)C1CCCCC1	1.1	6	-12	2	-11	20	0	-4	-5
C=CCNC(=O)C(=O)NCCOc1ccccc1Cl	0.95	-7	-6	5	4	0	10	-1	-2

Ordered by value in A3A deaminase (ascending): 5 from the list above.
structure,mIAP act,TIM10 inh,A3G deaminase,NALP3 yeast inh,mIAP block,hIAP block,A3A deaminase
CC(=O)c1c(C)oc2c1cc(NS(=O)(=O)c1ccc(C(=O)O)cc1)c1ccccc12,0.99,1,-7,-11,0,1,-5
Cc1cc(C)c2c(C(C)(C)C)nn(-c3ccccc3)c2n1,0.9,6,-8,6,10,4,-2
C=CCNC(=O)C(=O)NCCOc1ccccc1Cl,0.95,-7,-6,5,4,0,-1
N#C/C(=C/c1ccc(Oc2ccc([N+](=O)[O-])cn2)cc1)C(=O)N1CCOCC1,1.1,20,-1,7,-10,2,0
CCCCN1C(=O)CC(Sc2ccccc2C(=O)O)C1=O (stereo not drawn),1,-4,-4,14,-2,4,4

(listing goes on)
SMILES	mIAP act	TIM10 inh	A3G deaminase	NALP3 yeast inh	mIAP block	hIAP block	tim10-1 inh	A3A deaminase	MIN6 prolif
CC(NC(=O)NCCCC(=O)O)(C(F)(F)F)C(F)(F)F	1.1	-7	1	2	-7	6	2	2	-1
Cc1ccc(CN(C(=O)c2csnn2)C(C(=O)NC2CCCC2)c2cccnc2)cc1 (stereo not drawn)	0.94	-2	-9	19	6	9	12	-3	-1
COc1ccc(CN(C(=S)Nc2ccccc2)C2CC(=O)N(c3ccccc3)C2=O)cc1 (stereo not drawn)	1.1	3	5	9	-6	7	-12	4	-5
O=C(NCCc1ccccc1)C1CCN(S(=O)(=O)N2CCCCCC2)CC1	1	12	-4	15	-3	-19	10	3	-2
N#CCCn1c(C(C#N)(CCC#N)CCC#N)nc2ccccc21	0.99	-10	-3	13	1	-3	-5	4	-2
COc1cc(OC)cc(C(=O)NCC(=O)N2CCC(C)CC2)c1	0.97	11	-9	3	3	6	5	0	1
OC(c1ccccc1)c1nccc2ccccc12 (stereo not drawn)	1.1	-10	-8	-9	-12	-3	3	1	2
CCOc1cc(C(C(=O)NCC2CCCO2)N(C(=O)Cn2nnc3ccccc32)c2ccc(C(C)=O)cc2)ccc1O (stereo not drawn)	0.99	9	-6	26	1	1	-1	-3	0
COc1cccc(C2C(C#N)=C(N)Oc3c2oc(CO)cc3=O)c1OC (stereo not drawn)	1	-5	-5	-7	-4	-3	9	0	-1
Cc1ccc(NC2=C(N3CCCCC3)C(=O)c3ccccc3C2=O)cc1	1.1	4	-3	15	-8	7	17	-4	-5
NC(=O)c1ccccc1NC(=O)CN1CCN(Cc2ccc(Cl)cc2Cl)CC1	0.94	1	-3	5	6	-10	12	-1	2
CCOC(=O)c1c(C)nc(C)c(C(=O)OCC)c1-c1ccc(Br)cc1	0.96	-5	-3	6	4	0	-7	4	-1
CCOc1ccccc1C(=O)NCC(=O)OCc1csc(CC(=O)Nc2ccc(C)cc2)n1	1	9	0	32	0	-2	18	-2	-4
COc1ccc2cc(-c3ccccc3)c(=O)oc2c1	1	-24	-2	63*	0	-22	-12	-3	-3
CS(=O)(=O)N(CC(=O)N1CCc2ccccc2C1)c1cccc(F)c1	0.97	0	-5	18	2	10	10	-1	-1
CCN(CC)C(=O)c1ccc(C(=O)c2ccccc2)cc1	0.93	0	-2	15	7	3	8	1	0
COc1ccc(Oc2nnc(C)c3ccccc23)cc1	1	6	-1	18	-3	-6	29	2	3
CC(C)[C@H](NC(=O)OCc1ccccc1)C(=O)OCC(=O)c1ccccc1	0.92	7	-4	12	8	6	13	0	4
Cc1ccc(C(=O)O/N=C(\N)c2ccc(Br)cc2)cc1C	0.99	21	-2	31	1	-24	36	1	-1
N#Cc1ccc(OCC(=O)N2CCCC2=O)cc1	0.98	4	-8	5	2	8	-26	-3	0

A second format for some results above:
The line under a structure holds: mIAP act, TIM10 inh, A3G deaminase, NALP3 yeast inh, mIAP block, hIAP block, tim10-1 inh, A3A deaminase, MIN6 prolif
COc1ccc(CN(C(=S)Nc2ccccc2)C2CC(=O)N(c3ccccc3)C2=O)cc1 (stereo not drawn)
  1.1, 3, 5, 9, -6, 7, -12, 4, -5
O=C(NCCc1ccccc1)C1CCN(S(=O)(=O)N2CCCCCC2)CC1
  1, 12, -4, 15, -3, -19, 10, 3, -2

Screening data deposited in PubChem by Sanford-Burnham Center for Chemical Genomics.
